Source: PubChem BioAssay
SSB-PriA inh: K. pneumoniae PriA-SSBct interaction inhibition. AlphaScreen SSBct-PriA binding, biotinylated peptide. inhibition, % at 33 µM. 430,000 tested, 0.6% active; in the data active means inhibition mostly above about 37%, no sharp cut-off; inactive means mostly below about 20%;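 further: plate controls were negative control peptide for no effect and reference peptide for full effect; strong numbers were not always called active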
* hit, by the source's call; & = joins results of further samples. This is a subset; the hit share may differ from the screen's.

SMILES | SSB-PriA inh
COc1ccc(/C=C2\SC(=S)N(CC(=O)Nc3ccc(C(C)=O)cc3)C2=O)cc1OC | -7
Cn1c(/C(C#N)=C/c2cccc(Oc3ccccc3)c2)nc2ccccc21 | -16
O=C(NCc1ccsc1)C(=O)NC1CCCCCC1 | -3
Cc1ccccc1C(=O)NN=Cc1ccncc1 | 1
N#CCCSc1ccccc1NC(=O)c1ccc(N2C(=O)CCC2=O)cc1 | -11
Cc1cc(C(=O)Nc2nc(C(=O)NCCn3nc(-c4ccco4)ccc3=O)co2)no1 | -13
O=C(NCc1ccc([C@H](O)c2ccccc2)s1)C1c2ccccc2Oc2ccccc21 | -14
COC(=O)c1cc(NC(=O)CSc2nc3scc(-c4ccc(C)o4)c3c(=O)n2-c2ccccc2)cc(C(=O)OC)c1 | -9
COc1ccc(Cl)cc1C(=O)NCc1cc(-c2ccc(F)cc2F)on1 | -11
Cc1noc(C)c1CC(=O)NC[C@H](O)c1cccc2ccccc12 | 4
C=CCn1c(O)c(C(C)=NN2CCN(C)CC2)c(=O)[nH]c1=O | -6
Cc1nn(-c2ccccc2)c2[nH]cc(C(=O)Nc3ccc(Oc4ccccc4)cc3)c(=O)c12 | -3
COc1cc2c(cc1OC)C(C)N(c1ncnc(N)c1[N+](=O)[O-])CC2 (stereo unspecified) | 4
CC1(C)Cc2cccc(OCC(=O)N3CCN(c4ccc(-n5cncn5)nn4)CC3)c2O1 | -11
O=C(NCCCn1ncccc1=O)C1COCC(=O)N1Cc1ccccc1 (stereo unspecified) | -10
Cc1nn(C)c(C)c1S(=O)(=O)NCCc1csc2nc(-c3cccs3)nn12 | -20
CC(C)c1nnc(C2CCN(S(=O)(=O)c3ccc(Cl)s3)CC2)o1 | 2
COc1cccc(S(=O)(=O)N2CCCC2C(=O)O)c1 (stereo unspecified) | -6
O=C(Cn1c(O)c(C=C2C=Nc3ccccc32)sc1=O)N1CCOCC1 | 1
Cn1nc(C(=O)N2CCC(n3ccnn3)CC2)ccc1=O | -11
Cc1cc(C)n(C(=O)c2ccc([N+](=O)[O-])c(C)c2)n1 | 0
Cn1nnc2c(=O)n(CC(=O)NCc3ccccc3Cl)cnc21 | -7
Cc1cc(C)c2sc(NC(=O)c3ccc(F)cc3)nc2c1 | -10
NC(=O)c1cccc(NC(=O)c2ccsc2)c1 | -5
Cc1ccccc1OCC(=O)N1CCC(c2ccsc2)CC1 | -24
CC(=O)Nc1ccc(S(=O)(=O)Nc2ccc3c(c2)CN(C(=O)C2CC2)CC3)cc1 | -12
COC(=O)c1c(C)oc2ccc(N(C(=O)/C=C/c3ccccc3)S(=O)(=O)c3cccc([N+](=O)[O-])c3)cc12 | -3
O=C(COc1ccc([N+](=O)[O-])cc1)NN=Cc1ccccn1 | -16
Cn1cc(OCc2ccc(F)cc2)c(=O)cc1C(=O)NCCc1c[nH]c2ccccc12 | -16
CN(CC(=O)Nc1ccc(S(=O)(=O)Nc2ncccn2)cc1)c1nc2c(Cl)cccc2s1 | 0
O=C(Nc1nnc(-c2cc(Cl)ccc2Cl)o1)c1ccc(S(=O)(=O)N2CCCC2)cc1 | -16
CCOc1ccc(C2N(c3cccc(Cl)c3)C(=O)C3CCCN32)cc1OC (stereo unspecified) | -7&1
CO[C@@]1(CNS(=O)(=O)Cc2cccc(Cl)c2)CCSC1 | -28
COc1ccc(SCCC(=O)Nc2nc(-c3ccncc3)cs2)cc1 | 6
Cc1nc(Cl)cc(NN=Cc2ccccc2)n1 | -30
CCCN(CCC)C(=O)Cc1csc2nc(-c3ccc(F)cc3)cn12 | -3
Cc1nc(-c2ccccc2NC(=O)c2ncccn2)cs1 | -9
CCOc1ccccc1S(=O)(=O)NCC#CCN(C)C | -4
CSc1cccc(NC(=O)Cc2csc(NC(=O)C3CCC(=O)N3)n2)c1 (stereo unspecified) | -3
Cc1cn2nnc(C(=O)N[C@H]3CCc4ccccc43)c2c(=O)[nH]1 | 0
CCOC(=O)CCC(=O)N1CCC(Cn2cccn2)CC1 | -7
COC(=O)CSC1CCN(C(=O)c2cc(C)oc2C)C1 (stereo unspecified) | -9
COc1ccc(NC(N)=Nc2nc(CSc3ccc(Cl)cc3)cc(=O)[nH]2)cc1 | -7
COCC(=O)N1CCCc2ccc(NS(=O)(=O)Cc3cccc(Cl)c3)cc21 | 5
N#Cc1c(NC(=O)CNS(=O)(=O)c2cccc(Cl)c2)sc2c1CCCC2 | -18
COc1cc(C)ccc1S(=O)(=O)Nc1ccc(-c2csc3nc(C)cc(=O)n23)cc1 | -2
O=C(NCC(Cc1cccc(F)c1)n1cccc1)c1ccc[nH]c1=O (stereo unspecified) | 4
COc1ccc(-c2nn3c(NCc4ccccn4)cc(C)nc3c2C)cc1OC | 8
COc1ccc2c(C=NNS(=O)(=O)c3ccc(C)cc3)c[nH]c2c1 | 0
Cc1cc(C(=O)Nc2nccs2)c(C)o1 | -17&17
COc1cc(NC(=O)CSc2ncc(-c3cccc(Br)c3)o2)cc(OC)c1OC | -7
CC(=O)Nc1ccc(S(=O)(=O)Cl)cc1 | -17
O=C(CN1CCN(c2nccn2-c2cccc(Cl)c2)CC1)NCc1ccc(F)cc1 | 18
O=C(Nc1ccccc1Cc1nc(-c2ccco2)no1)c1cc(=O)c2ccccc2o1 | -25
O=C(Nc1ccc(F)cc1)N1CCN(Cc2nc(-c3ccco3)cs2)CC1 | 10
CCOc1ccccc1NC(=O)CSc1nnnn1-c1ccccc1C(F)(F)F | -10
O=C(Nc1ccc2c(c1)CN(C(=O)C1CC1)CC2)c1ccccc1C(F)(F)F | 2
CCOc1nn(CC)cc1-c1nnc(SCC(=O)Nc2ccc3c(c2)OCO3)n1CCOC | -1
O=C(NCC1CCN(C2CCCC2)CC1)C(=O)Nc1ccccc1 | 2
CC(O)(CNC(=O)c1cc2ccccc2[nH]1)c1ccco1 (stereo unspecified) | 4

Continuation:
SMILES | SSB-PriA inh
O=c1c2ccccc2n(Cc2nc(-c3cccc(Cl)c3)no2)c(=O)n1CC1CCCO1 (stereo unspecified) | 5
O=C(N/N=C\c1cccs1)c1ccc2c(c1)OCO2 | -5
O=C(c1ccc(OC(F)(F)F)cc1)N1CCC2(CC1)OCCS2 | -16
COc1nccnc1NS(=O)(=O)c1ccc(NC(=O)c2ccccc2F)cc1 | -5
O=C(CS(=O)(=O)c1cn(CC(=O)N2CCCCC2)c2ccccc12)Nc1ccc2c(c1)OCCO2 | 0&27
O=C(Nc1cnn([C@H]2CCOC2)c1)c1ccsc1 | -13
CCc1cc(=O)n(CCNC(=O)Nc2ccc(OC(F)(F)F)cc2)cn1 | -14
COc1ccc(NC(=O)CSc2nc3c(sc(=S)n3-c3ccccc3)c(=O)[nH]2)cc1OC | -4
CCOc1ccccc1N1CC(C(=O)Nc2ccccc2Cl)CC1=O (stereo unspecified) | -6
O=C(Nc1ccc(N2CCCCS2(=O)=O)cc1)OCc1ccccc1 | -4
O=C(NC1CCN(Cc2noc(-c3ccccc3)n2)C1)C1CC(=O)N(c2cccc(F)c2)C1 (stereo unspecified) | -2
CC(C)(C)c1csc(CN2CCN(C(=O)c3cccc(Cl)c3)CC2)n1 | -2
O=C(CON=Cc1ccccc1OC(F)F)N1CCc2ccccc21 | -2
O=C1CC(C(=O)Nc2ccccc2)Nc2ccccc21 (stereo unspecified) | -18
Cc1cccc(-c2noc(CS(=O)(=O)c3ccc(Cl)s3)n2)c1 | -18&-7
O=C(CSc1nnc(CNC(=O)c2ccccc2F)n1-c1cccc(C(F)(F)F)c1)Nc1nc2ccccc2s1 | 2
COc1ccc(CCNC(=O)CN2CCN(Cc3nc(-c4cccs4)cs3)CC2)cc1OC | 0
O=C(Cc1ccccc1Cl)N1CC(c2nc(-c3ccc[nH]c3=O)no2)C1 | -12
O=C(NC1=NCCS1)C1CCCN1c1nc2ccccc2o1 (stereo unspecified) | 6
COc1cccc(C(=NO)C2CC2c2ccc(Cl)cc2)c1 (stereo unspecified) | -9
CCCCC(CC)Cn1c(O)c(C=C2C=NN=C2c2ccccc2)sc1=S (stereo unspecified) | -8
Cc1cc(C)n(S(=O)(=O)c2cccc(S(C)(=O)=O)c2)n1 | -35
CC(=O)Nc1ccc(S(=O)(=O)NCc2ccc(C(=O)c3ccsc3)s2)c(C)c1 | -11
O=c1[nH][nH]c(C(F)(F)F)c1C=NN1CCOCC1 | -7
O=C(c1cccc(Cl)c1)N1CC(N2C(=O)CCC2=O)C1 | -25
O=S(=O)(c1cccs1)N1CCN(c2ccc3nnc(C4CC4)n3n2)CC1 | -9
O=C(NC1CCCCC1)c1nnn(-c2ccccc2)c1-c1ccccn1 | -10
COc1ccc(-c2coc3cc(OCCN4CCC(C(N)=O)CC4)ccc3c2=O)cc1OC | -7
CC(CC(=O)Nc1ccccn1)=NNC(=O)c1ccc(C)cc1 | -14
COC[C@H](C)Nc1ccnc2c1c(=O)n(C)c(=O)n2C | -2
CC(=O)Nc1ccc(SCC(=O)N2CCN(c3ccccc3)CC2)nn1 | -11&5
O=C(NCCOc1ccc2c(c1)OCO2)c1c(F)cccc1F | -12
CCOc1ccc(NC(=O)Cn2c(C)cc(C)c(-c3nc(-c4ccc(OC)cc4)no3)c2=O)cc1 | 4
Cc1ccc(NC(=O)c2ccc(CNS(=O)(=O)c3cccc(Cl)c3)cc2)cc1 | -4
COc1ccc(Cl)c2sc(N3CCN(C(=O)/C=C/c4cccs4)CC3)nc12 | 3
O=C(c1ccncc1)N1CCN(c2cc(-n3cccc3)ncn2)CC1 | -7
C=CCn1c(=NC(=O)c2ccco2)sc2cccc(OCC)c21 | -3
CCN1C(=O)Cc2cc(NC(=O)c3c(F)cccc3Cl)ccc21 | 18
O=C(Nc1cccc(-c2cn3ccsc3n2)c1)c1cc(N2CCCC2)ncn1 | 2
Cc1cc(-n2nc(C)cc2C)n2nc(C(F)(F)F)c(-c3ccccc3Cl)c2n1 | -32
Cc1ccc(C(N)=NOC(=O)C23CC4CC(CC(C4)C2)C3)cc1 | -26
COc1ccc(CCNC(=O)c2ccc(NS(=O)(=O)c3cc(C)ccc3C)cc2)cc1OC | -21&-5
O=C(C1CCN(c2ccc(-c3ccco3)nn2)CC1)N1CCN(Cc2ccccc2)CC1 | -5
Cc1cc(C)c(OCC(=O)NN=Cc2ccco2)c(C)c1 | 1
O=C(CCc1ccc(C(F)(F)F)cc1)NCC1(c2ccccc2)CCOCC1 | -8
Cc1ccc(-c2nnc(SCC(=O)NN=Cc3cccs3)n2-c2ccc(C)cc2)cc1 | -11
O=S(=O)(C1CC1)N1CCC(CSCc2ccco2)CC1 | -5
O=C(Nc1ccc2c(c1)N(C(=O)C1CCCC1)CC2)c1ccc(C(F)(F)F)cc1 | 1
COc1ccc(-c2nc(NC(=O)CSc3nncn3-n3cccc3)sc2C)cc1 | -4
CSc1ccc(C=Nn2c(Cc3ccc(Br)cc3)n[nH]c2=S)cc1 | -8
NC(CC(=O)O)C(=O)Nc1ccc(Cl)cc1 (stereo unspecified) | -5
CCOC(=O)c1cc(OC)c2cc(Cl)ccc2n1 | -7
O=C(Nc1ccc(Cl)cc1C(=O)c1ccccc1)c1ccc(-c2ccccc2)cc1 | -5
O=C(NCCC(O)C1CC1)NCc1ccc(Cl)cc1 (stereo unspecified) | -14
O=C(c1ccc(OC(F)(F)F)cc1)N(CCc1cccs1)C1CC1 | -8
Cc1ccc(-c2csc(=Nc3c(C)n(C)n(-c4ccccc4)c3=O)n2C(C)(C)C)cc1 | -5
CCOc1ccc(-n2c(=S)sc3c(=O)[nH]c(SCC(=O)Nc4ccc(CC)cc4)nc32)cc1 | 11
Cc1ccc(C=NNC(=S)NC(C)C)o1 | -3
O=C(Nc1cccnc1)c1ccc(=O)n(Cc2ccc(Cl)cc2)c1 | -12
Nc1nc(SCC(=O)Nc2cccc3ccccc23)[nH]c(=O)c1NC(=O)c1ccc(F)c(F)c1 | -6
COc1cccc(C=Nn2c(-c3n[nH]c4c3CCC4)n[nH]c2=S)c1OC | -4

By substructure: those above containing a furan ring, fused or not
SMILES | SSB-PriA inh
Cc1cc(C(=O)Nc2nc(C(=O)NCCn3nc(-c4ccco4)ccc3=O)co2)no1 | -13
COC(=O)c1cc(NC(=O)CSc2nc3scc(-c4ccc(C)o4)c3c(=O)n2-c2ccccc2)cc(C(=O)OC)c1 | -9
COC(=O)c1c(C)oc2ccc(N(C(=O)/C=C/c3ccccc3)S(=O)(=O)c3cccc([N+](=O)[O-])c3)cc12 | -3
COC(=O)CSC1CCN(C(=O)c2cc(C)oc2C)C1 (stereo unspecified) | -9
Cc1cc(C(=O)Nc2nccs2)c(C)o1 | -17&17
O=C(Nc1ccccc1Cc1nc(-c2ccco2)no1)c1cc(=O)c2ccccc2o1 | -25
O=C(Nc1ccc(F)cc1)N1CCN(Cc2nc(-c3ccco3)cs2)CC1 | 10
CC(O)(CNC(=O)c1cc2ccccc2[nH]1)c1ccco1 (stereo unspecified) | 4
C=CCn1c(=NC(=O)c2ccco2)sc2cccc(OCC)c21 | -3
O=C(C1CCN(c2ccc(-c3ccco3)nn2)CC1)N1CCN(Cc2ccccc2)CC1 | -5
Cc1cc(C)c(OCC(=O)NN=Cc2ccco2)c(C)c1 | 1
O=S(=O)(C1CC1)N1CCC(CSCc2ccco2)CC1 | -5
Cc1ccc(C=NNC(=S)NC(C)C)o1 | -3
